TDP1 cell noCPT = qHTS for Inhibitors of human tyrosyl-DNA phosphodiesterase 1 (TDP1): qHTS in cells in absence of CPT. Potency, µM (series often up to 46.2 µM), for inactives: top-dose activity change, negative = growth inhibition, usual class: inhibitors. DT40 Tdp1-/- hTDP1 cells, no CPT, ATP luminescence, 48 h. 420,000 compounds, 15% hits; note: nearly all actives have a fitted effect of over 55% in size
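Stably hTDP1-transfected Tdp1-null chicken DT40 cells were treated with library compounds minus camptothecin and grown for at least 48 hr at 37 °C, after which cellular ATP was quantified by luminescence.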
DT40 TDP1 CPT = qHTS for Inhibitors of human tyrosyl-DNA phosphodiesterase 1 (TDP1): qHTS in cells in presence of CPT | chicken DT40 Tdp1-/-;hTDP1 cells + 20 nM CPT, ATP luminescence, 48 h | 420,000 compounds, 12% hits | Potency, µM (titrated, usually from 46.2 µM), inactives show at the highest dose activity change, negative = growth inhibition, usual class: inhibitors; note: nearly all actives have a fitted effect of over 55% in size
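Cell growth measured by CellTiter-Glo luminescence after a minimum 48 h, 37 C compound exposure with 20 nM CPT in Tdp1-knockout DT40 cells stably expressing hTDP1, seeded 400/well; qHTS titration format.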
GCN5L2 inh = qHTS Assay for Inhibitors of GCN5L2; Histone acetyltransferase KAT2A (Homo sapiens), Q92830; GCN5L2 HAT assay, ThioGlo1 CoA-SH fluorescence; Potency, µM (titrated, usually from 58.9 µM), for inactives: top-dose activity change, negative = inhibition, actives largely listed as inhibitors; 390,000 compounds, 0.21% hits
Target sequence (Q92830 whole entry, looked up): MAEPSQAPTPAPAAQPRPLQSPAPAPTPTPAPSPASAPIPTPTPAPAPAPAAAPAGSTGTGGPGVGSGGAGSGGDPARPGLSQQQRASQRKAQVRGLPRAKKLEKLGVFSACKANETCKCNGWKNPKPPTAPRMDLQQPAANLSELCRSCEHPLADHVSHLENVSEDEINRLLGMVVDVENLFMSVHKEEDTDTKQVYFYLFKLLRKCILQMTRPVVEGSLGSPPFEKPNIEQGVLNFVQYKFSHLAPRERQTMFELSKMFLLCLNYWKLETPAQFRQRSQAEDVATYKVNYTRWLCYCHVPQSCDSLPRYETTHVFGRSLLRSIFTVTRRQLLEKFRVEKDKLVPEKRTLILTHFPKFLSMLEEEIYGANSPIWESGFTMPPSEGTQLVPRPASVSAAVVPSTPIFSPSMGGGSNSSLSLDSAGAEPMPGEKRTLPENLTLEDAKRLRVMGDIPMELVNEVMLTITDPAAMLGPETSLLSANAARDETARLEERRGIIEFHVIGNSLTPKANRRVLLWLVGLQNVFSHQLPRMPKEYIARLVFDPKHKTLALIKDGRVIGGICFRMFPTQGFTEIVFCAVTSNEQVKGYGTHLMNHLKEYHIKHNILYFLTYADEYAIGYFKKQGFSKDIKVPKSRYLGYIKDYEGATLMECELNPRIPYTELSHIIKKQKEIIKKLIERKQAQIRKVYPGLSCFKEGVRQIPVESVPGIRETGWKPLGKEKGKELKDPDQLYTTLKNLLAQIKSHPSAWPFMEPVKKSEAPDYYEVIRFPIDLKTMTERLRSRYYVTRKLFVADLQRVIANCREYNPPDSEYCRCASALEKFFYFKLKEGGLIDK
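qHTS, 1536-well. 20nM enzyme, pH 7.5 HEPES/EDTA/Tween-20 buffer; 15 min compound preinc., RT. Start: 75uM H3(1-25), 70uM AcCoA, 50uM ThioGlo1. Read Ex340/Em540 at t=0 (autofluorescence flag) and t=20 min.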
Starred values were filed as active, the others as inactive; ? = inconclusive; . = not tested or not shown; [ ] = dose if it differs, or a comment. Calls come from the whole dose curve; as a rule, active = well fitted curve in the direction sought with a large enough effect; inconclusive = small, poorly fitted or top-dose-only effect, or another doubt; inactive = no such curve, though single readings can be large; an effect the other way counts as inactive or inconclusive. % is set by controls: 0 for no effect and ±100 for the full control effect; potency is the fitted concentration of half-maximal effect.

1) Cn1cc(CNCc2ccc(-n3cccn3)cc2)c(-c2ccccc2F)n1
2) CCCCCCCC[N+](C)(C)CCCCCCCC
3) Cc1ccc(CCNC(=O)C2CC(c3ccccc3[N+](=O)[O-])=NO2)cc1 (stereo not given)
4) O=S1(=O)CCC(NC(=S)Nc2ccccc2)C1 (stereo not given)
5) O=C(CSc1nc(C(F)(F)F)cc(=O)[nH]1)NCc1ccc2c(c1)OCO2
6) CCCNC(=S)NNC(=O)c1cc(C2CC2)nc2ccccc12
7) O=c1[nH]c2cc([N+](=O)[O-])ccc2c2ccccc12
8) CCOc1ccc(-c2ncncc2-c2ccc(OC)cc2)c(O)c1

Compound	1	2	3	4	5	6	7	8
TDP1 cell noCPT	21µM*	1.5µM*	?	1%	5%	-11%	-21%	?
DT40 TDP1 CPT	?	1.7µM*	-8%	2%	22%	?	-17%	?
GCN5L2 inh	-6%	.	?	1%	-2%	-18%	.	-9%

9) CCCn1nnnc1SCC(=O)NCc1cccs1
10) Cc1c(N(C(=O)Nc2ccccc2)C2=NCC(C)S2)c(=O)n(-c2ccccc2)n1C (stereo not given)
11) O=C(CSc1nc(=O)n(CCCN2CCOCC2)c2c1CCC2)Nc1ccccc1F
12) CCCCC(=O)Nc1ccc(NCc2ccc(C)s2)cc1
13) CCC1=NN2C(=N)/C(=C\c3ccc(SCc4ccco4)o3)C(=O)N=C2S1
14) COc1cc(C(CC(=O)Nc2cccc(C(C)=O)c2)N2Cc3ccccc3C2=O)cc(OC)c1OC (stereo not given)
15) C#Cc1ccc([C@@H]2C=C(C(=O)O)O[C@H](OCCCCO)C2)cc1
16) COc1ccccc1NC(=O)CCN1C(=O)C2C3CCC(C3)C2C1=O (stereo not given)

Compound	9	10	11	12	13	14	15	16
TDP1 cell noCPT	6%	1%	-7%	3.7µM*	-14%	?	-16%	3%
DT40 TDP1 CPT	0%	-4%	21%	?	-3%	?	-7%	4%
GCN5L2 inh	-3%	-1%	-27%	-26%	-26%	-5%	-3%	0%

17) COc1ccc(S(=O)(=O)Nc2ccccc2C(=O)N2CCCC2)cc1C
18) Cc1ccc(CNC(=O)c2ccccc2N)cc1
19) CCCOc1ccc(-c2cn3ccccc3n2)cc1
20) CCN(Cc1ccccc1)C(=O)COC(=O)c1cc(Cl)nc(Cl)c1
21) CCOc1cccc(C2c3c(oc4cc(C)c(C)cc4c3=O)C(=O)N2c2nc(C)c(C)s2)c1 (stereo not given)
22) CCCn1c(SCC(O)c2cccc(OC)c2)nc2ccccc21 (stereo not given)
23) CC(Sc1nnc2ccccn12)C(N)=O (stereo not given)
24) Cc1sc2nc(SCCO)n(-c3ccccc3)c(=O)c2c1C

Compound	17	18	19	20	21	22	23	24
TDP1 cell noCPT	-16%	6%	?	-14%	-28%	?	0%	13µM*
DT40 TDP1 CPT	2%	-3%	?	-7%	-6%	?	1%	13µM*
GCN5L2 inh	-13%	-10%	-11%	-3%	-4%	-3%	-3%	-4%

25) Cc1cc(C)nc(SCC(=O)N/N=C\C(Br)=C\c2ccccc2)n1
26) CCOC(=O)C1=C(N)c2ccccc2CC1C1CCCC1 (stereo not given)
27) O=C(O)/C=C/c1cccnc1
28) O=C(COc1ccc(Br)cc1)NCCO
29) CC(C)(C)NC[C@H](O)COc1cccc2[nH]c(=O)[nH]c12
30) Cc1ccc(C(OCC(O)CNC(CO)C(O)c2ccc([N+](=O)[O-])cc2)c2ccccc2)cc1 (stereo not given)
31) N/C(=N/O)c1ccccc1N1CCC(Cc2ccccc2)CC1
32) COc1ccc2c(c1)C=C(CN1CCN(C(C)C)C(CCO)C1)CO2 (stereo not given)

Compound	25	26	27	28	29	30	31	32
TDP1 cell noCPT	15µM*	?	16%	-2%	4%	15µM*	15µM*	-14%
DT40 TDP1 CPT	6.5µM*	26µM*	-5%	-19%	5%	?	?	-18%
GCN5L2 inh	-7%	-10%	-16%	1%	.	-2%	-5%	-7%

33) CC(C)(C)C(=O)NCCc1nc2ccccc2n1CC(=O)c1ccccc1
34) CCN(Cc1nc(-c2cccc(C)c2)no1)C(=O)c1ccco1
35) CCOCCCn1c(SCC(=O)Nc2ccc3[nH]c(=O)[nH]c3c2)nc2ccccc2c1=O
36) COC(=O)c1ccc(C2CC(=O)Nc3cc(OC)c(OC)cc32)cc1 (stereo not given)
37) CCOC(=O)COc1nc(N(C)C)nc(N(C)C)n1
38) COc1ccc(NC(=O)[C@H](C)NC(=O)C2CCN(S(=O)(=O)c3ccc(C)cc3)CC2)cc1OC
39) CCN(CC)CCNC(=O)c1cc(Nc2ccc(OC)c(OC)c2)nc2ccccc12
40) Cn1c(NCc2cccnc2)nc2cc(-c3ccc(C(=O)N4CCOCC4)cc3)sc2c1=O

Compound	33	34	35	36	37	38	39	40
TDP1 cell noCPT	?	-20%	-15%	-17%	0%	8%	11%	?
DT40 TDP1 CPT	-23%	8%	?	-3%	-113%	-1%	-25%	?
GCN5L2 inh	1%	-6%	-4%	-3%	-10%	-1%	-30%	.

41) CC(=O)N1CCc2c(sc3c2c(=O)n(Cc2ccccc2)c(=O)n3Cc2cccc(Cl)c2)C1
42) Cc1cc(C)c(NC2=CC(=O)CC(C)(C)C2)c(C#N)c1
43) CC(C)(C)CNC(=O)c1cccc2c1C(=O)c1ccc(N3CCCC3)cc1S2(=O)=O
44) CCCSc1nc(=O)n2cc(C)ccc2n1
45) CCOc1ccc(NS(=O)(=O)c2ccc(-c3cc(C)no3)s2)cc1
46) NC(=O)c1ccc(SCC(=O)NC2CCCCC2)c([N+](=O)[O-])c1
47) COc1ccc(NC(=O)CNC(=O)c2cccs2)cc1Cl
48) CCC(C)NC(C(=O)Nc1ccc(Cl)c([N+](=O)[O-])c1)c1ccccc1 (stereo not given)

Compound	41	42	43	44	45	46	47	48
TDP1 cell noCPT	?	2%	16µM*	-3%	18µM*	-9%	20%	16µM*
DT40 TDP1 CPT	?	-5%	21µM*	7%	?	9%	42%[activator]	?
GCN5L2 inh	-7%	-6%	-4%	0%	-5%	-3%	-5%	-4%

Sorted by heavy-atom count (rising): 15 of the compounds above.
27) O=C(O)/C=C/c1cccnc1
44) CCCSc1nc(=O)n2cc(C)ccc2n1
4) O=S1(=O)CCC(NC(=S)Nc2ccccc2)C1 (stereo not given)
7) O=c1[nH]c2cc([N+](=O)[O-])ccc2c2ccccc12
9) CCCn1nnnc1SCC(=O)NCc1cccs1
42) Cc1cc(C)c(NC2=CC(=O)CC(C)(C)C2)c(C#N)c1
47) COc1ccc(NC(=O)CNC(=O)c2cccs2)cc1Cl
46) NC(=O)c1ccc(SCC(=O)NC2CCCCC2)c([N+](=O)[O-])c1
22) CCCn1c(SCC(O)c2cccc(OC)c2)nc2ccccc21 (stereo not given)
36) COC(=O)c1ccc(C2CC(=O)Nc3cc(OC)c(OC)cc32)cc1 (stereo not given)

Compound	27	44	4	7	9	42	47	46	22	36
TDP1 cell noCPT	16%	-3%	1%	-21%	6%	2%	20%	-9%	?	-17%
DT40 TDP1 CPT	-5%	7%	2%	-17%	0%	-5%	42%[activator]	9%	?	-3%
GCN5L2 inh	-16%	0%	1%	.	-3%	-6%	-5%	-3%	-3%	-3%

3) Cc1ccc(CCNC(=O)C2CC(c3ccccc3[N+](=O)[O-])=NO2)cc1 (stereo not given)
1) Cn1cc(CNCc2ccc(-n3cccn3)cc2)c(-c2ccccc2F)n1
10) Cc1c(N(C(=O)Nc2ccccc2)C2=NCC(C)S2)c(=O)n(-c2ccccc2)n1C (stereo not given)
40) Cn1c(NCc2cccnc2)nc2cc(-c3ccc(C(=O)N4CCOCC4)cc3)sc2c1=O
30) Cc1ccc(C(OCC(O)CNC(CO)C(O)c2ccc([N+](=O)[O-])cc2)c2ccccc2)cc1 (stereo not given)

Compound	3	1	10	40	30
TDP1 cell noCPT	?	21µM*	1%	?	15µM*
DT40 TDP1 CPT	-8%	?	-4%	?	?
GCN5L2 inh	?	-6%	-1%	.	-2%

(more compounds)
49) Cc1c(CCNC=O)cc(C)c2c3c(oc12)CCCC3
50) COc1ccc(OCc2nnc(SCC(=O)Nc3cccc(C(C)=O)c3)o2)cc1
51) Cc1cc(C)nc(/N=C(\N)Nc2ccc(F)c([N+](=O)[O-])c2)n1
52) COc1cccc(OC)c1NC(=O)CN(C)S(=O)(=O)c1ccc2c(c1)OCCO2
53) Cc1cccc(C)c1NC(=O)CN(C)C(=O)c1cccc(NS(=O)(=O)c2ccccc2)c1
54) COc1cccc(C(=O)N2CCN(CCc3ccncc3)CC2)c1
55) O=C(CSc1nnc(C2COc3ccccc3O2)o1)N1CCOCC1 (stereo not given)
56) C/C=C/C1=CC(=O)C[C@H](c2ccc(Cl)cc2)C1

Compound	49	50	51	52	53	54	55	56
TDP1 cell noCPT	?	18%	?	-20%	-16%	-6%	0%	?
DT40 TDP1 CPT	-60%	-7%	?	6%	-8%	-21%	31%[activator]	?
GCN5L2 inh	.	0%	-5%	-2%	4%	-3%	-5%	-1%

57) O=c1c2oc3ccccc3c2n(Cc2ccccc2Cl)c(=O)n1Cc1ccc2c(c1)OCO2
58) Cc1ccccc1CN(c1ccc(C(=O)N/N=C/c2ccc(OCC(N)=O)cc2)cc1)S(C)(=O)=O
59) NS(=O)(=O)c1ccc(NC(=S)NCc2ccccc2)cc1
60) Cc1cc(C)cc(NC2=CC(=O)CC(c3ccco3)C2)c1 (stereo not given)
61) COCCCn1nnnc1SCC(=O)Nc1nc(C)c(C)s1
62) Cc1ccc(S(=O)(=O)NC(=O)NCc2ccco2)cc1
63) Cn1c(SCC(=O)N(C2CCCCC2)C2CCCCC2)nnc1-c1cccs1
64) CCc1ccccc1NC(=O)CNC(=O)c1ccc(S(=O)(=O)NCc2ccco2)cc1

Compound	57	58	59	60	61	62	63	64
TDP1 cell noCPT	?	8%	-10%	-26%	-23%	2%	16µM*	8%
DT40 TDP1 CPT	-2%	-17%	-27%	-14%	-16%	0%	?	-10%
GCN5L2 inh	-4%	0%	1%	-1%	1%	.	-15%	.

65) COc1cc(/C=C2/C(=O)NN(c3ccc(F)cc3)C2=O)cc(Cl)c1O
66) COc1ccc(NC(=O)CSCc2cnn(-c3ccccc3)c2-n2cccc2)cc1
67) O=C(CSCc1ccccc1)Nc1ccc2c(c1)OCO2
68) Cc1ccc(N2CC(NC(=O)C3CC3)CC2=O)cc1C (stereo not given)
69) Cn1c(Cn2c(C(F)(F)F)nc3ccccc32)nc2ccccc21
70) O=C(O)CCC(=O)OCCc1cc2ccccc2c(=O)o1
71) O=C(c1ccc2nc[nH]c2c1)N1CCN(S(=O)(=O)c2cccc(F)c2)CC1
72) CCN(CC)C(=O)CSc1nnc(COc2ccc(OC)cc2)n1N

Compound	65	66	67	68	69	70	71	72
TDP1 cell noCPT	?	16µM*	-15%	-8%	-23%	-3%	-14%	-5%
DT40 TDP1 CPT	-22%	?	-23%	23%	-22%	-3%	-3%	4%
GCN5L2 inh	-5%	7%	1%	-2%	-1%[0.501 µM]	3%	-8%	-4%

73) Cc1cccc(NC(=O)Cc2ccc(Br)cc2)n1
74) O=S(=O)(Cc1ccccc1)N1CCn2c(nc3ccccc32)C1
75) O=C(NCC1CCCN(Cc2ccc3c(c2)OCCO3)C1)c1ccc2c(c1)OCO2 (stereo not given)
76) O=C(NCc1ccccc1Cl)C(=O)NCC(c1ccco1)N1CCOCC1 (stereo not given)
77) CCCNC(=O)C1(C)CCN1C(=O)Cc1ccc(-c2ccccc2)cc1 (stereo not given)
78) COc1ccc(S(=O)(=O)N2CCN(c3cnccn3)CC2)cc1OC
79) COc1cc(C(=O)N(C)CC2CCN(CCc3cccc(C(F)(F)F)c3)CC2)ccc1C
80) Cc1[nH]n(-c2ccc([N+](=O)[O-])cc2)c(=O)c1C=NCCN1CCN(C(=O)C(C)C)CC1

Compound	73	74	75	76	77	78	79	80
TDP1 cell noCPT	2%	0%	-9%	-7%	9.2µM*	?	?	16µM*
DT40 TDP1 CPT	-9%	-7%	-1%	-1%	16µM*	?	?	12µM*
GCN5L2 inh	-3%	?	-5%	-4%	.	-6%	-5%	-1%
